DENV2 CPE rescue – protects cells from dengue virus 2 cytopathic effect; DENV2-infected cells, cytopathic effect rescue, plate reader; AID 651640; CPE inhibition, % at 9.99 µM; hit rate 1.7% among 350,000; in the data active = CPE inhibition above about 20%, passing the limit was not always enough; inconclusive = no clear call, values can overlap the other calls; tested in BHK-21 cells;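 note: 0% = median of neutral control wells and 100% = median of positive control wells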
ERp5 block – inhibitors of human ERp5. Q15084. ERp5 insulin aggregation, absorbance 650 nm, 90 min. inhibition, % at 9.99 µM. hit rate 0.05% among 350,000. AID 651711;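 active = mean replicate inhibition above about 25%, with every replicate also reaching it, limit read from the data, passing the limit was not always enough; inconclusive = only one of those two criteria met; inactive = neither criterion met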
Target sequence (Q15084 whole entry, looked up): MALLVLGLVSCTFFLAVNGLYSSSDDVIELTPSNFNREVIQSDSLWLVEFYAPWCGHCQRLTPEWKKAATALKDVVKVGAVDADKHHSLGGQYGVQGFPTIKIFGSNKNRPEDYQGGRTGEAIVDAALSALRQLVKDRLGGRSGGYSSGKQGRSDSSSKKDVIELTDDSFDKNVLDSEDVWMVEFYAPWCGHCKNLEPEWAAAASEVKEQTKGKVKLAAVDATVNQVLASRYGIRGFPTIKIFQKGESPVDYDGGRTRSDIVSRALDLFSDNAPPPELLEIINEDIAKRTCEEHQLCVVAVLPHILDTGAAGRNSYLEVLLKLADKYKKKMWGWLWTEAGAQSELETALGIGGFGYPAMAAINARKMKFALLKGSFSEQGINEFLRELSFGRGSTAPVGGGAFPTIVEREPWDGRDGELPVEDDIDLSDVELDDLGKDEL
ERAP1 inh – ERAP1 (human) enzyme inhibition. hit rate 0.15% among 340,000. inhibition, % at 10.7 µM. Q9NZ08. recombinant ERAP1, Leu-AMC fluorescence, 60 min;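 active = mean replicate inhibition of at least 30%, or all replicates individually reaching that 30% level; inactive = mean below 30% and not every replicate reaching it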;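 note: 0% = neutral control wells and 100% = L-leucinethiol positive control wells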
SIRT5 inh – sirtuin-5 (human) deacylase inhibition; Q9NXA8; Purified SirT5, succinyl-peptide AMC, trypsin-coupled fluorescence; inhibition, % at 15 µM; hit rate 1.1% among 330,000; AID 652115; in the data active = inhibition above about 15%; inconclusive = no clear call, values can overlap the other calls
Target sequence (Q9NXA8 whole entry, looked up): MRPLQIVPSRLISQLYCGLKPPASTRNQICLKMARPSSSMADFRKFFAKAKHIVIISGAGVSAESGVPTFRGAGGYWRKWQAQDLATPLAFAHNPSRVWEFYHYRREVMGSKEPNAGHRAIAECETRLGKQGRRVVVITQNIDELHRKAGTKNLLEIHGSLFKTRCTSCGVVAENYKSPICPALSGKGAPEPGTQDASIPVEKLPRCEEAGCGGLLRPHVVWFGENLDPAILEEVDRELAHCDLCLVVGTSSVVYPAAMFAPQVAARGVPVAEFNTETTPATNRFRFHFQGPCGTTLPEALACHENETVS
miR-122 sensor – blocks miR-122 activity in Huh7 sensor cells. Huh7 miR-122 Renilla luciferase sensor, 48 h; neutral wells = 0, positive control = 100. hit rate 0.3% among 340,000. activation (reporter increase), % at 12.5 µM;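 active = mean replicate activation score at least 90 and every replicate individually at or above 90; inconclusive = only one of the two criteria met; inactive = neither criterion met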;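 note: higher luciferase means less miR-122 activity so hits act as miR-122 inhibitors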
CASP6 VEID inh – blocks human caspase-6 cleavage activity | inhibition, % at 12.5 µM | purified caspase-6, Z-VEID-R110 cleavage fluorescence | hit rate 0.53% among 350,000;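 active = mean inhibition across replicates at least about 35%, with every replicate also reaching that limit, limit read from the data; inconclusive = only one of the two criteria met; inactive = neither criterion met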;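 note: 0% = median of neutral control wells and 100% = no fluorescence left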
Target sequence (P55212 24-179 limits assumed): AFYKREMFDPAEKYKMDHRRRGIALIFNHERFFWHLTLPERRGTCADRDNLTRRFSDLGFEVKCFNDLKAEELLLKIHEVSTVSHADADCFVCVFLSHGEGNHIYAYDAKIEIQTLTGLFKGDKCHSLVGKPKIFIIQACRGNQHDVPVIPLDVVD
Target sequence (P55212 194-293 limits assumed): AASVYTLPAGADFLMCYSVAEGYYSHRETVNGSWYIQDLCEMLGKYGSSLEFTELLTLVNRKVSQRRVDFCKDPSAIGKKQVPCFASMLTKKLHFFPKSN
CFTR F508del cor – correctors of CFTR F508del function in bronchial epithelial cells; hit rate 0.36% among 350,000; CFBE cells, YFP halide quenching; stimulated with forskolin plus potentiator P3; % fluorescence drop versus neutral controls; AID 720511; activity (quench increase), % at 7.58 µM;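 active = mean added fluorescence quench of at least 8% versus neutral control, with both replicates also reaching 8%; inconclusive = only one of the mean or replicate conditions met; inactive = mean below 8% and not both replicates reaching 8%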;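 note: cells transiently co-express mutant CFTR-F508del with the halide-sensitive YFP; corrector assay measuring rescue of mutant channel to the surface after 24 h compound exposure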
* marks the source's active call; other numbers are inactive results; ? = inconclusive; . = no result given; & = joins results of further samples; [ ] = another dose, or the depositor's remark.

miR-122 sensor,ERp5 block,SMILES,CASP6 VEID inh,CFTR F508del cor,DENV2 CPE rescue,SIRT5 inh,ERAP1 inh
5.5,-1.9,COc1ccc(C(=O)O)cc1NC(=S)NC(=O)/C=C/c1ccc(C(C)C)cc1,10.2,0.9,-0.5,3.2,-9.5
-12.8[16.7 µM],1.2,CCCC(=O)Nc1ccc2c(c1)OC[C@@H](C)N(C(=O)CC1CC1)C[C@H](C)[C@H](OC)CN(C)C2=O,-0.5,2.6,6.9,3.3,1.5
3.7[16.7 µM],-5.6,COc1ccc(CN(C)C[C@H]2OCCCC[C@@H](C)Oc3ccc(NC(=O)Nc4c(C)noc4C)cc3C(=O)N([C@H](C)CO)C[C@@H]2C)cc1,-0.1,-0.7,10.5,3.0,-2.5
.,4.4&4.4,CCC(c1nnnn1-c1ccc2c(c1)OCCO2)N1CCN(c2ncccc2C(F)(F)F)CC1 (configuration not stated),1.2&-6.1,1.9&-2.0,9.8&10.6,-3.1&-0.3,1.8&1.6
3.9[16.7 µM],2.3,CN(C)CC(=O)Nc1ccc2c(c1)[C@H]1C[C@@H](CC(=O)NCCN3CCCCC3)O[C@H](CO)[C@H]1O2,1.3,0.7,-4.5,-3.3,-1.2
.,9.8,COc1ccc2c3c(n(C)c2c1)[C@H](CO)N(Cc1ccccc1Cl)CC31CCN(C(=O)CC2CC2)CC1,.,2.0,30.8*,4.0,.
.,1.4,CCN(CC(=O)NCc1cccs1)C(=O)c1ccc(S(=O)(=O)Nc2ccccc2C)cc1,-2.2,0.6,?,-0.3,0.7
.,2.1,CN1CCN(C(=O)/C=C/c2cccc(Cl)c2)CC1,-1.1,1.6,.,2.7,-0.4
0.9,-1.0,COc1ccc2nc(NC(=O)CN3C(=O)NC4(CCCCC4)C3=O)sc2c1,6.4,2.5,-8.9,-1.0,4.7
.,2.0,O=C(Nc1ccc(N2CCCC2)cc1)c1ccc(Cl)cc1Cl,2.1,1.3,-1.1,1.2,-0.1

Already shown: entries from further up.
miR-122 sensor,ERp5 block,SMILES,CASP6 VEID inh,CFTR F508del cor,DENV2 CPE rescue,SIRT5 inh,ERAP1 inh
5.5,-1.9,COc1ccc(C(=O)O)cc1NC(=S)NC(=O)/C=C/c1ccc(C(C)C)cc1,10.2,0.9,-0.5,3.2,-9.5
-12.8[16.7 µM],1.2,CCCC(=O)Nc1ccc2c(c1)OC[C@@H](C)N(C(=O)CC1CC1)C[C@H](C)[C@H](OC)CN(C)C2=O,-0.5,2.6,6.9,3.3,1.5

The results go on:
miR-122 sensor,ERp5 block,SMILES,CASP6 VEID inh,CFTR F508del cor,DENV2 CPE rescue,SIRT5 inh,ERAP1 inh
4.9[16.7 µM],2.1,COCC#Cc1ccc([C@@H]2[C@H](CO)N3CCCCN(C(=O)CN(C)C)C[C@@H]23)cc1,2.3,0.8,11.4,0.0,2.3
261.6*,4.5,C/C(CC(=O)Nc1ccccn1)=N\NC(=O)c1ccccc1O,3.7,1.5,-4.7,3.9,0.7
.,-2.3,CCOc1ccc(C(=O)NC(=S)NCc2cccnc2)cc1[N+](=O)[O-],2.4,.,-6.5,9.0,2.4
-1.7,-3.3,Cc1cccc(OCC(=O)NCc2cc(C)nc3ccccc23)c1,-2.5,2.4,-3.9,1.4,-0.7
-2.4,-2.1,COC(=O)[C@]1(C)CCC[C@@]2(C)C3CC[C@@]4(C)C[C@]3(CCC21)CC(=O)N4 (some centres not stated),.,1.2,-16.6,.,-0.4
.,-4.9,Cc1onc(-c2ccccc2)c1C(=O)N1CCN(S(=O)(=O)c2ccccc2Br)CC1,-2.0,0.5,1.8,1.1,4.6
4.0,-1.2,O=C(COc1ccc(Br)cc1)N1CCNC1=O,7.0,2.0,-6.0,0.7,-3.1
-2.5[16.7 µM],-1.4,COCC#Cc1ccc2c(c1)O[C@@H](CN(C)C(=O)CC1CC1)[C@H](C)CN([C@@H](C)CO)S2(=O)=O,1.4,0.3,-0.2,1.4,-0.8
-15.8[16.7 µM],-6.2,COc1cccc(S(=O)(=O)N[C@H]2CC[C@@H](CC(=O)NC3Cc4ccccc4C3)O[C@@H]2CO)c1,-2.1,1.8,-6.5,1.3,0.0
-3.5,-0.3,N#CCC(=O)Nc1ccc(C(=O)NCc2cccc(Cl)c2)cc1,2.3,0.5,3.6,.,-1.8
1.7[16.7 µM],5.4,C[C@@H]1CCCCO[C@H](CN(C)C(=O)Nc2ccc(C(F)(F)F)cc2)[C@@H](C)CN([C@H](C)CO)C(=O)c2cc(NC(=O)Nc3ccccc3)ccc2O1,0.2,1.4,?,7.8,-0.5
.,4.1,Cc1ccc(C(=O)N(CCCN(C)C)c2nc3ccc(Cl)cc3s2)cc1C,2.0,-1.4,4.7,-5.7,-2.0
5.3,-3.2,N#Cc1cc2c(=O)n3ccccc3nc2n(Cc2cccnc2)c1=O,9.5,3.3,1.0,-91.4,-59.2
3.0[16.7 µM],1.4,Cc1ccc(S(=O)(=O)Nc2ccc3c(c2)C(=O)N([C@@H](C)CO)C[C@H](C)[C@H](CN(C)C(=O)Cc2ccccc2)OCCCC[C@@H](C)O3)cc1,1.1,1.3,3.4,8.1,-1.9
.,3.6,COCC(=O)Nc1ccc2c(c1)C(=O)N(C)C[C@H](OC)[C@H](C)CN(C(=O)Cc1ccccn1)[C@H](C)CO2,-1.7,-2.6,-0.5,-2.4,-0.7
-3.2,2.2&0.4&3.2,COc1ccc(C#Cc2cnc3c(c2)C(=O)N([C@H](C)CO)C[C@@H](C)[C@H](CN(C)C(=O)CN(C)C)O3)cc1,-0.9&-1.5&-0.4,2.6&-0.3&1.4,-6.2&5.2&-5.9,-4.0&0.4&0.6,-1.1&-0.1&1.6
.,1.3,CC(=O)Nc1c(O)nc(SC/C=C/CSc2nc(O)c(NC(C)=O)c(=O)[nH]2)[nH]c1=O,-3.0,1.3,-3.0,1.6,3.5
.,5.3,Cc1ccnc(SCC(=O)c2cc3ccccc3o2)n1,-0.8,-1.3,-3.1,-0.2,-0.8
-1.5,9.0,CC(=O)c1cccc(NC(=O)CN(C)S(=O)(=O)c2cccc3nsnc23)c1,2.9,1.6,-3.3,0.3,-2.4
-14.7,-6.2,Cc1cccc(CNC(=O)C2CCC(=O)N(CCCc3ccccc3)C2)c1 (configuration not stated),-2.1,1.5,-9.8,6.0,-9.1

Reprinted from the part before: 3 entries, then new ones.
miR-122 sensor,ERp5 block,SMILES,CASP6 VEID inh,CFTR F508del cor,DENV2 CPE rescue,SIRT5 inh,ERAP1 inh
.,5.3,Cc1ccnc(SCC(=O)c2cc3ccccc3o2)n1,-0.8,-1.3,-3.1,-0.2,-0.8
-1.5,9.0,CC(=O)c1cccc(NC(=O)CN(C)S(=O)(=O)c2cccc3nsnc23)c1,2.9,1.6,-3.3,0.3,-2.4
-14.7,-6.2,Cc1cccc(CNC(=O)C2CCC(=O)N(CCCc3ccccc3)C2)c1 (configuration not stated),-2.1,1.5,-9.8,6.0,-9.1
.,-4.8,O=C(CN1C(=O)C2CCCCC2C1=O)Nc1cc([N+](=O)[O-])ccc1F (configuration not stated),-1.6,-2.8,-1.8,-0.2,-0.9
0.4,3.7,O=C(NCc1cccnc1)C1CCN(c2ccc(S(=O)(=O)N3CCOCC3)cc2Cl)CC1,-2.4,0.9,3.8,-2.0,1.2
.,-4.4,CC(C)(C)NC(=O)C(c1ccc(C#N)cc1)n1c(=O)c(-c2cc3ccccc3[nH]2)nc2ccccc21 (configuration not stated),-2.6,-0.8,3.7,2.3,.
-2.1[16.7 µM],2.4,C[C@H](O)C#Cc1cnc2c(c1)C(=O)N([C@H](C)CO)C[C@H](C)[C@H](CN(C)Cc1cncnc1)O2,-0.6,2.0,?,4.3,1.4
-8.9[16.7 µM],9.2,COc1ccc(S(=O)(=O)Nc2ccc3c(c2)C(=O)N([C@H](C)CO)C[C@H](C)[C@@H](CN(C)S(=O)(=O)c2ccc(F)cc2)OCCCC[C@H](C)O3)cc1,2.4,0.9,-4.0,10.8,1.2
11.1,1.5,NC(=S)NNC(=O)c1cccc(Cl)c1,-0.5,-0.9,5.9,-0.6,.
-7.5,-0.3,CN(C)N=Nc1nc2c(c(=O)n(C)c(=O)n2C)n1C,-1.9,0.3,0.6,8.5,1.3
-6.2,3.8,Cc1cc(SCc2ccc(F)cc2)nc(=O)[nH]1,0.1,-0.6,-2.1,-2.9,5.8
-1.7,-1.8,CCOC(=O)c1sc(NC(=O)C(C)Sc2nc(N)cc(=O)[nH]2)nc1C (configuration not stated),-1.0,-0.7,-1.2,8.9,-3.4
-3.4[16.7 µM],.,COc1ccc(S(=O)(=O)Nc2ccc3c(c2)CC(=O)N([C@H](C)CO)C[C@H](C)[C@@H](CN(C)S(=O)(=O)c2ccc(F)cc2)O3)cc1,.,1.0,0.3,.,.
10.6,4.4,O=C(NCC(c1ccco1)N1CCCC1)c1ccc(Cl)c(S(=O)(=O)N2CCc3ccccc32)c1 (configuration not stated),-11.9,-1.8,-5.3,-1.1,1.8
1.0[16.7 µM],-0.5,CCCNC(=O)N1CC[C@@H]2[C@@H](CO)N(C)c3ccc(-c4ccccc4)cc3[C@@H]21,-3.8,1.2,?,.,3.6
-0.7,4.3,COC(=O)c1scc(S(C)(=O)=O)c1-n1cccc1,0.1,-0.7,-5.1,-2.6,-1.0
.,0.9,Cc1ccc(C)c(SCc2noc(C(=O)NC(C)C)c2C(=O)O)c1,0.7,0.4,-9.0,.,-0.5
5.3[16.7 µM],-0.2,CCCN(C)C[C@@H]1Oc2cc(-c3ccccc3)ccc2S(=O)(=O)N([C@H](C)CO)C[C@@H]1C,-0.6,-1.5,-8.2,-1.0,0.6
.,6.7,COc1cccc(S(=O)(=O)N(C)C[C@@H]2OCc3ccccc3-c3ccccc3C(=O)N([C@@H](C)CO)C[C@@H]2C)c1,0.2,-2.6,-1.3,1.9,-1.6
.,-2.6,O=C(Nc1cc(S(=O)(=O)N2CCOCC2)ccc1N1CCOCC1)c1cn2ccccc2n1,.,0.8,-0.8,.,-0.6
.,3.2,Cc1ccc(Cl)cc1NS(=O)(=O)c1ccc2oc(=O)ccc2c1,5.6,-0.5,-0.6,-0.7,-3.5
.,1.5,O=C(Nc1cccs1)Nc1nnc([C@@H]2C[C@H](O)[C@@H](CO)O2)s1,1.5,1.6,13.2,1.1,-34.6
1.8,0.5,COc1ccc(Nc2nc(N)nc(SCc3nnc(C)s3)n2)cc1,0.5,.,.,-7.3,-8.6
4.5,6.7,Cc1ccc(NC(=O)c2cc(S(=O)(=O)N3CCCCC3)c[nH]2)cc1Cl,-1.5,-1.1,-3.1,-1.3,1.4
-7.2,-6.4,O=C(C1CCN(S(=O)(=O)c2ccccc2)CC1)N1CCN(Cc2ccc3c(c2)OCO3)CC1,0.7,2.8,0.4,-2.1,4.1
-3.1,8.7,O=C(O)c1cc(S(=O)(=O)Nc2cccc(Oc3ccccc3)c2)ccc1Br,-4.0,0.1,-6.3,-3.8,-29.6
-2.4,2.9,CCN1C(=O)[C@H]2[C@@H](c3ccc(-c4ccc(Cl)c(Cl)c4)cc3)N[C@@](C)(C(=O)OC)[C@H]2C1=O,5.0,8.2*,?,6.2,-2.7
.,-0.7,CCC(=O)N1CC2(C1)[C@H](c1ccccc1)[C@@H](CO)N2CCC(F)(F)F,1.3,-1.3,-3.4,0.1,0.0
.,-0.2,CCCNC(=O)N1CC2(C1)[C@H](c1ccccc1)[C@H](CO)N2C(=O)c1cccnc1,0.0,-2.9,8.6,-4.8,-1.5
-28.1[16.7 µM],-12.3,Cc1ccc(-c2ccc([C@H]3[C@@H](CO)N4CCCCN(C(=O)Nc5ccccc5)C[C@H]34)cc2)cc1,-7.4,-0.1,13.1,-4.8,0.6
1.2,6.6,Cc1sc2nc(CN3CCOCC3)nc(N3CCN(S(=O)(=O)c4ccccc4)CC3)c2c1C,3.3,-4.5,18.7,-4.7,-3.3
-12.6[16.7 µM],-0.6,C[C@@H]1CCCCO[C@@H](CN(C)Cc2ccc(C(F)(F)F)cc2)[C@H](C)CN([C@H](C)CO)C(=O)c2cc(NC(=O)NC3CCCCC3)ccc2O1,-2.1,4.5,0.0,6.7,-0.7

Screening results from PubChem BioAssay.
